FEN1 inh: human FEN1 inhibition; P39748; Recombinant FEN1 flap cleavage, fluorescence, 15 min; Potency, µM (series often up to 114 µM), for the others: top-dose activity change, negative = inhibition, usual class: inhibitors; hit rate 0.35% among 390,000; AID 588795; further: nearly all actives have a fitted effect of over 65% in size
Target sequence (P39748 whole entry, looked up): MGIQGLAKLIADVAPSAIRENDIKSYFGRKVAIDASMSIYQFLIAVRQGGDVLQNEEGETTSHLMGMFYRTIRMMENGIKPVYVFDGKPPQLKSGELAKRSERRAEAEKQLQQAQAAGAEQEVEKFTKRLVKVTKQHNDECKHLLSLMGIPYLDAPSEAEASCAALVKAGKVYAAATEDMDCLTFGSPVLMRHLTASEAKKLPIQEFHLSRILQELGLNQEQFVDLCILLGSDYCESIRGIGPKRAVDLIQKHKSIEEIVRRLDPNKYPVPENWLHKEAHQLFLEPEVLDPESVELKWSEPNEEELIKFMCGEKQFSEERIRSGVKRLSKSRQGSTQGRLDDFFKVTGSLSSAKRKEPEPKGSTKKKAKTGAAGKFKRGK
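Potency values derive from four-parameter Hill fits of normalized qHTS data. The reaction used 10 nM FEN1 preincubated 15 min at room temperature with compound, then 50 nM DNA substrate, read at 0 and 15 min.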
TDP1 cell CPT: growth inhibition of DT40 Tdp1-/-;hTDP1 cells with camptothecin (screen for TDP1 inhibitors); chicken DT40 Tdp1-/-;hTDP1 cells + 20 nM CPT, ATP luminescence, 48 h; Potency, µM (highest dose often 46.2 µM), for inactives: top-dose activity change, negative = growth inhibition, most hits filed as inhibitors; hit rate 12% among 420,000; AID 686979; further: nearly all actives have a fitted effect of over 55% in size
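Chicken DT40 Tdp1-/- cells complemented with human TDP1, 400 cells/well, exposed to compounds plus 20 nM camptothecin for at least 48 h at 37 C; viability read as ATP content by CellTiter-Glo luminescence.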
GCN5L2 inh: blocks human GCN5L2 histone acetyltransferase | GCN5L2 HAT assay, ThioGlo1 CoA-SH fluorescence | Potency, µM (titrated, usually from 58.9 µM), for the others: top-dose activity change, negative = inhibition, usual class: inhibitors | hit rate 0.21% among 390,000 | AID 504327
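GCN5L2 (20nM final) in 50mM HEPES, 0.1mM EDTA pH 7.5, 0.01% Tween-20 was preincubated 15 min at room temperature with compound, then given ThioGlo1 (50uM), H3(1-25) peptide (75uM) and acetyl-CoA (70uM); CoA-thiol fluorescence (Ex340/Em540) was read at 0 and 20 min.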
The depositor's hits bear a star; ? = inconclusive; . = no result given; & = joins results of further samples; [ ] = remark or other dose. The call rests on the fitted dose curve; in most records, active means well fitted curve in the direction sought with a large enough effect; inconclusive means small, poorly fitted or top-dose-only effect, or another doubt; inactive means no such curve, though single readings can be large; an effect the other way counts as inactive or inconclusive. On the % scale 0 is the no-effect control and ±100 the full control effect; potency means the concentration at half of the fitted maximal effect. The list is partial (hit frequency here may not be typical).

compound | FEN1 inh | TDP1 cell CPT | GCN5L2 inh
CCN(C(=O)COC(=O)/C(C#N)=C/c1ccc(OC)cc1)C1CCS(=O)(=O)C1 (configuration not stated) | -5% | -12% | -1%
Cc1cccc(NC(=O)/C=C/c2ccc([N+](=O)[O-])s2)c1 | 8% | 2.6µM* | 40%[activator]
CCC(CC)C(=O)NN(C(=O)c1ccncc1)C1CC(=O)N(c2ccccc2)C1=O (configuration not stated) | 1% | 7% | 1%
COc1ccc(OC)c(C(=O)CSc2nnc(-c3cccs3)n2C)c1 | -11% | 4% | 1%
CCOc1cccc(-c2nc3cc(C)ccc3o2)c1 | -7% | 4% | 0%
CCOc1ccc(OCc2ccc(C(=O)NN)o2)cc1 | 10% | -5% | -16%
CC(C)COC(=O)/C(C#N)=C/c1cn(Cc2ccccc2)c2ccccc12 | -7% | -20% | -3%
NC1(C(=O)O)CCc2cc(C(=O)O)ccc21 (configuration not stated) | . | ? | -6%
CCOC(=O)N1CCN(C(=O)c2ccc(SC)cc2OC)CC1 | 5% | -22% | -6%
COc1cccc(-c2nc(CS(=O)CC(=O)NCCc3ccccc3)c(C)o2)c1 (configuration not stated) | 13% | ? | -3%
CCOC(=O)c1c(C)nc2c3ccccc3ccn12 | -16% | ? | -16%
CCCC[n+]1c(-c2ccc(Cl)cc2Cl)csc1Nc1ccccc1 | -4% | ? | -2%
O=C(Nc1ccc(F)cc1)N1CCN(C/C=C/c2ccccc2)CC1 | -7% | ? | -6%
CCn1c(NC(C)=O)c(-c2ccccc2Cl)c(=O)c2ccccc21 | 3% | -3% | -3%
Cc1nnc(SCC(=O)Nc2ccc3c(c2)OCO3)o1 | 0% | 1% | -7%
O=C(C1=NN[C@@H]2C(=O)N(c3cccc(C(F)(F)F)c3)C(=O)[C@H]12)c1ccc2ccccc2n1 | -12% | -2% | -12%
Cc1ccc(NC(=O)CSc2nnc(CNC(=O)c3ccco3)o2)cc1 | -1% | -11% | -4%
CC(=O)Nc1nc(-c2ccc3c(c2)CCN3C(=O)C2CC2)c(C)s1 | -1% | 1.5µM* | -7%
C=CCn1c(SCC(=O)NCc2ccco2)nc2ccccc2c1=O | -9% | -2% | -6%
Cn1ccc(=Nc2ccc(NC(=O)c3ccc(N=c4ccn(C)c5ccc([N+](=O)[O-])cc45)cc3)cc2)cc1 | ? | 3.7µM* | -4%
CC(CN1CCOCC1)OC(=O)c1ccc(Cl)cc1Cl (configuration not stated) | -6% | 6% | -3%
COc1ccc(NS(=O)(=O)c2cc(N=Nc3c(O)[nH]c(=O)[nH]c3=O)ccc2Cl)cc1 | -11% | -2% | -15%
CCOC(=O)COc1ccc(CC)cc1C(=O)c1ccn2nc(-c3ccc(C)cc3)cc2n1 | 8% | ? | -11%
O=C(c1ccccc1)n1nc(-c2ccc(Cl)cc2)nc1NCc1ccco1 | 3% | . | -6%
CCCNC(=O)c1nc2ncc(Br)cn2n1 | -6% | -19% | -5%
O=C(O)c1cccc(C(=O)Nc2cccc(NC(=O)C3CCCO3)c2)c1 (configuration not stated) | 1% | -2% | -3%
COC(=O)C1C(c2ccccc2)C(C(=O)N2CCN(C)CC2)C1c1ccccc1 (configuration not stated) | -4% | -19% | -25%
COc1ccccc1-c1cccc([C@@H]2C[C@H]3[C@H](CON3C)CN2C)c1 | 12% | 14% | .
O=C1c2ccccc2C(=O)N1n1c(=O)[nH]c2ccccc2c1=O | 7% | -23% | .
N#CCC(=O)Nc1ccc(C(=O)NNC(=S)NC2CCCCC2)cc1 | 3% | 0% | 0%
CCCCC1S/C(=N/N=C/c2ccc(OC)cc2)N(Cc2ccc(OC)cc2)C1=O (configuration not stated) | -21% | -16% | -2%
COc1ccc(Nc2nc(N)nc(CSC(=S)N3CCN(c4ccccc4)CC3)n2)cc1 | -7% | ? | -11%
Cc1nc2cnc(N3CCNCC3)nc2n(CCc2ccccc2)c1=O | . | ? | -21%
O=C1CNC(=O)/C(=C/c2ccco2)N1 | -1% | 33%[activator] | -6%
C=CCNC(=S)NNC(=O)CC12CC3CC(CC(C3)C1)C2 | -1% | 4% | -1%
COc1ccc(F)cc1C(=O)C1CCCN(C(=O)c2ccc(C(C)=O)s2)C1 (configuration not stated) | -17% | ? | -3%
O=C(Nc1ccc(S(=O)(=O)N2CCc3ccccc3C2)cc1)c1ccccc1 | 14% | ? | -5%
COC(=O)Cc1[nH]n(-c2nc3ccccc3s2)c(=O)c1C(C)=Nc1ccc(Cl)cc1 | -11% | 10µM* | -4%
CCOC(=O)c1ccc(NC(=S)NCCCN2CCN(C3CCCCC3)CC2)cc1 | 13% | -13% | -10%
Cc1ccc(CONC(=O)c2ccccc2)cc1 | -1% | -9% | -3%
CCCC(=O)NC(Nc1ccc(S(=O)(=O)Nc2cc(C)on2)cc1)(C(=O)OCC)C(F)(F)F (configuration not stated) | 0% | -1% | 0%
Cc1cccc(NC(=O)CSc2nc3ccc(NC(=O)COc4ccccc4F)cc3s2)c1 | -6% | 16µM* | -8%
Cc1cc(C)nc(NC(=O)c2ccc(Br)s2)n1 | -19% | 5% | -1%
Cc1cc(C=O)c(C)n1-c1cc(C(=O)O)cc(C(=O)O)c1 | ? | -8% | -9%
Cc1nn(-c2ccccc2)c(Cl)c1/C=N/NC(=O)c1[nH]ncc1Br | -3% | ? | -13%
Cc1[nH]c2ccc(C(=O)NCCc3ccccc3Cl)cc2c1C | -16% | ? | -18%
COc1ccc(NC(=O)CCSc2cc(C)c3ccccc3n2)cc1 | -6% | -25% | -5%
OC1(c2ccc(OC(F)F)cc2)CSC(=Nc2cccnc2)N1Cc1ccco1 (configuration not stated) | ? | -76% | -12%
COCCNC(=O)CN1C(=O)NC2(CCCCCC2)C1=O | 3% | -11% | 0%
N#Cc1c(-c2ccc(Cl)cc2Cl)nc2n(c1=O)CCS2 | 0% | -12% | -14%
CCOc1cc2c(cc1C(C)(C)C)NC(=O)CS2 | 13% | -26% | -7%
Cc1cccc(-n2ncc3c2CCCC3NC(=O)CN2CCOC2=O)c1C (configuration not stated) | -9% | -1% | -1%
COC(=O)CN1C(=O)[C@H]2[C@@H](c3ccc(C)o3)N3C(=O)CN(CC4CC4)C(=O)[C@@]3(Cc3ccccc3)[C@H]2C1=O | -19% | 4% | -5%
C/C(=N\NC(N)=S)c1cccnc1 | 13% | -1% | -33%
COc1ccc(OC)c(C(=O)c2coc3ccc(O)c(CN4CCOCC4)c23)c1 | -17% | ? | -1%
CN(C)C(=O)c1ccc(-c2nnc(OCc3nc4ccccc4n3C)c3ccccc23)cc1 | 2% | 0% | .
C/C(=N\NC(=O)c1ccc(=O)[nH]n1)c1cccnc1 | 4% | -5% | 16%
C/C(CC(=O)NCc1ccco1)=N\NC(=O)c1ccc(Cl)cc1Cl | 14% | 14% | -1%
Cn1c(COc2ccccc2)nnc1SCc1cc(=O)[nH]c2ccccc12 | -16% | ? | -8%
COCCNC(=O)CN1C(=O)c2cccnc2Sc2ccccc21 | 15% | -28% | 16%

Next section.
compound | FEN1 inh | TDP1 cell CPT | GCN5L2 inh
COCCCNC(=O)c1ccc(Cn2c(=O)c3ccccc3n(CC(=O)NCCc3ccc(OC)c(OC)c3)c2=O)cc1 | -4% | 23µM* | -12%
CN(C)c1ccc(C2OC(=O)C3(CCCC3)C(=O)C2(C)C)cc1 (configuration not stated) | -4% | -22% | .
C=CCN1C(=O)C2(OCCO2)c2cc(C)ccc21 | -2% | -11% | 2%
Cc1ccc(NC(=O)c2cccc(S(C)(=O)=O)c2)cc1 | -6% | 18% | -6%
COc1cc2[nH]c(=O)n(CCC(=O)N3CCc4ccccc4C3)c(=O)c2cc1OC | -1% | 5% | -3%
CCN(CC)C(=O)CN(C#N)c1nc(OC)nc(N(C)C)n1 | -13% | 3% | -4%
COC(=O)C1=C(C)N=C2SC(C#N)=C(N)N2C1c1ccc(OCc2ccccc2)cc1 (configuration not stated) | -11% | ? | 0%
CCN(CC)c1ccc(NC(=O)c2cccc(F)c2)c(C)c1 | 2% | 4.6µM* | -6%
COc1ccc(C2C(=O)N(C3CCCCC3)CC(=O)N2CCc2ccc(C)cc2)cc1OC (configuration not stated) | 14% | ? | -1%
Cc1ccc(C)c(NC(=S)N2CCC(NC(=O)c3ccco3)CC2)c1 | -16% | 5% | 0%
COc1cccc(NC(=O)CCC(=O)N2CC(C)Oc3ccc(C)cc32)c1 (configuration not stated) | 14% | ? | -44%
COc1ccc(CCNS(=O)(=O)c2ccc(S(=O)(=O)N3CCCC3)cc2)cc1OC | 8% | ? | -2%
COc1ccc(Oc2ncc3nc(-c4cccs4)c(=O)n(-c4ccccc4)c3n2)cc1 | . | 2% | ?
Cc1ccc(C(=O)C(c2ccccc2)N2Cc3ccccc3C2=N)cc1 (configuration not stated) | -19% | 10µM* | -20%
COC(=O)c1ccccc1-c1ccc(C=O)o1 | -16% | -17% | 4%
CSc1nc(C(=O)N2CCc3c([nH]c4ccccc34)C2c2ccccn2)cs1 (configuration not stated) | -1% | 1% | ?
O=S1(=O)N=C(Nc2ccc(N3CCOCC3)c(Cl)c2)c2ccccc21 | -21% | ? | -9%
CCOc1ccc(N2CC(C(=O)Nc3ncccc3C)CC2=O)cc1 (configuration not stated) | 8% | 4% | -3%
COc1cc(/C=C2\C(=O)NN(c3ccc(C)cc3)C2=O)cc([N+](=O)[O-])c1O | -5% | 10% | -9%
CC(C)NC[C@H](O)c1ccc(NS(C)(=O)=O)cc1 | . | 15% | -3%[21.4 µM]
O=C(OC(C(=O)Nc1ccc([N+](=O)[O-])cc1Br)c1ccccc1)c1ccccc1 (configuration not stated) | -2% | ? | -3%
COc1ccc(C(=O)NNC(=O)C(=O)Nc2ccc(C)cc2)cc1 | -11% | -11% | -7%
COC(=O)c1ccc(CC(=O)c2nc3ccccc3s2)cc1 | -2% | -2% | -5%
COc1ccc(N2C(=O)CC(N3CCCCC3)C2=O)cc1 (configuration not stated) | -1% | ? | 0%
Cc1ccc(CN2CCN(/N=C/C=C/c3ccccc3[N+](=O)[O-])CC2)cc1 | ? | 16µM* | 2%
COc1ccc(-c2cc3cc(F)ccc3cn2)cc1 | 1% | ? | -3%
Cc1nc(-c2ccc3c(c2)OCO3)cs1 | -1% | -5% | -4%
C#Cc1ccc([C@H]2C=C(C(=O)OCC=C)O[C@@H](OCc3ccc(CO)cc3)C2)cc1 | ? | -21% | .
Cc1ccccc1-n1c(SC(C)C(=O)NCC2CCCO2)nnc1-c1ccncc1 (configuration not stated) | 13% | 12% | .
Cc1ccc(N(CC(=O)NC2CCCC2)C(=O)Cn2nnc(-c3ccccc3F)n2)cc1 | -4% | -2% | -4%
CCC(C(=O)Nc1cc(F)ccc1F)n1nc(C)c2c(C)n(-c3ccc(C)cc3)nc2c1=O (configuration not stated) | -18%&-8% | 15µM* | -6%&-4%
COc1ccc(NC(=O)C(C)N2c3cccc4cccc(c34)S2(=O)=O)c(OC)c1 (configuration not stated) | -21% | -29% | -10%
CC(C)(CNC(=O)c1cc2c(s1)CCCC2)N1CCOCC1 | 2% | 8% | -4%
COc1cccc(-n2c(Cc3cc(=O)[nH]c(=O)[nH]3)nnc2SC(C)C)c1 | -5% | -28% | -8%
COc1ccc(C(CNC(=O)Nc2cccc(C)c2)N2CCN(C)CC2)cc1 (configuration not stated) | 19% | -12% | -12%
O=C(CNc1ccccc1)N/N=C/c1c[nH]c2ccccc12 | -18% | ? | -12%
CCCCCOc1ccc(C(=O)N(Cc2ccccc2)C2CCS(=O)(=O)C2)cc1 (configuration not stated) | -24% | ? | -5%
CC1CCN(CCCNS(=O)(=O)c2ccc3c(c2)CCN3C(=O)C2CC2)CC1 | -1% | -23% | -13%
Cc1cccc(C(=O)Nc2ccc3c(c2)C(=O)NC3=O)c1 | 2% | -2% | -3%
CCOCCCNC(=O)c1cc(Nc2ccc(OC)cc2OC)nc2ccccc12 | -20% | ? | -3%
